# POLI inh = qHTS for Inhibitors of Polymerase Iota; DNA polymerase iota (Homo sapiens), Q9UNA4; Pol iota fluorescent replication assay, 10 min; Potency, µM (top dose mostly 115 µM), for inactives: at the highest dose activity, negative = inhibition, most hits filed as inhibitors; 390,000 compounds, 1% hits; also: potency is read from the fitted curve at half-maximal effect
#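 Pol iota at 10 nM preincubated 15 min with compounds at room temperature; reaction started with fluorescent substrate, 50 nM final. Fluorescence read kinetically at 0 and 10 min; buffer-only wells as negative control.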
# Pol eta inh = qHTS for Inhibitors of Polymerase Eta | DNA polymerase eta (Homo sapiens), Q9Y253 | recombinant Pol eta, fluorescent DNA replication assay | Potency, µM (top dose mostly 114 µM), for inactives: top-dose activity change, negative = inhibition, usual class: inhibitors | 390,000 compounds, 1.2% hits | AID 588591, 2011; also: potency is read from the fitted curve at half-maximal effect; % is scaled to controls: 0 for no effect and ±100 for the full control effect
# Target sequence (Q9Y253 whole entry, looked up): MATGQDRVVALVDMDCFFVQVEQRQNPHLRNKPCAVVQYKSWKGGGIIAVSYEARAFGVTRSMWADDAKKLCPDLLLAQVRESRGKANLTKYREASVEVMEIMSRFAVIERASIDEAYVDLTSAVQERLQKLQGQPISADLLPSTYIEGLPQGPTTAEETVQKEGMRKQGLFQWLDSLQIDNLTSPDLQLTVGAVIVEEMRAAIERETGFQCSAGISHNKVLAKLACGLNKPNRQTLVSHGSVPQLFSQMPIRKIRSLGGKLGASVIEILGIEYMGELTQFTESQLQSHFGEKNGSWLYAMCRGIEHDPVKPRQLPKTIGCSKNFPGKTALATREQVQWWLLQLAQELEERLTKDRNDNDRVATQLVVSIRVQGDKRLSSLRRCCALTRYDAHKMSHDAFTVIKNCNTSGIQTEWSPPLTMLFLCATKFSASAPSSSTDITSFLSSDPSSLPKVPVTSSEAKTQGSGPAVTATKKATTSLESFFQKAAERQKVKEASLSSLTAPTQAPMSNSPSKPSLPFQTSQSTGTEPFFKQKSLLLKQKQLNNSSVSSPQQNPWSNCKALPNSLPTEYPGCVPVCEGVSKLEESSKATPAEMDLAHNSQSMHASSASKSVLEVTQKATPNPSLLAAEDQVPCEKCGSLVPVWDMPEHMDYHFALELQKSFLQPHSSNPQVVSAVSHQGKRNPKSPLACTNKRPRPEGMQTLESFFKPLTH
#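 Pol eta (10 nM) was preincubated with compounds for 15 min at room temperature, after which fluorescent replication substrate (50 nM final) was added to start the reaction. Fluorescence was read kinetically at 0 and 10 min.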
# BLM inh = qHTS Assay for Inhibitors of Bloom's syndrome helicase (BLM) | 350,000 compounds, 0.2% hits | Potency, µM (top dose mostly 56.1 µM), without a hit: at the highest dose activity change, negative = inhibition, most hits filed as inhibitors | recombinant BLM DNA unwinding, fluorescence dequenching | AID 2528, 2010;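 also: potency is read from the fitted curve at half-maximal effect; plate controls were vehicle for no effect and no enzyme for full effect; nearly all actives have a fitted effect of over 35% in size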
# Tb PGK inh = qHTS Assay to Find Inhibitors of Phosphoglycerate Kinase | Phosphoglycerate kinase, glycosomal (Trypanosoma brucei brucei), P07378 | PGK/GAPDH coupled, Kinase-Glo luminescence, 60 min | Potency, µM (highest dose often 57.5 µM), without a hit: top-dose activity change, negative = inhibition, actives largely listed as inhibitors | 380,000 compounds, 0.043% hits; also: potency is read from the fitted curve at half-maximal effect; % is scaled to controls: 0 for no effect and ±100 for the full control effect; nearly all actives have a fitted effect of over 60% in size
#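 Recombinant glycosomal PGK reaction used 1,3-bisphosphoglycerate generated in-well by GAPDH (100nM final) in 100mM TEA pH 7.6, 5mM MgCl2, 0.01% Tween-20. After 60 minutes at room temperature, ATP was read by Kinase-Glo Plus luminescence end-point.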
# POLK inh = qHTS for Inhibitors of Polymerase Kappa; DNA polymerase kappa (Homo sapiens), Q9UBT6; purified Pol kappa, fluorescent DNA synthesis assay, 10 min; Potency, µM (top dose mostly 107 µM), for inactives: at the top dose activity, negative = inhibition, hits mostly inhibitors; 400,000 compounds, 0.53% hits; AID 588579, 2011; also: potency is read from the fitted curve at half-maximal effect; % is scaled to controls: 0 for no effect and ±100 for the full control effect
#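 50 nM final substrate added after 15 min RT preincubation of 10 nM Pol kappa with compound; fluorescence read at 0 and 10 min.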
# Pol beta inh = qHTS Assay for Inhibitors of DNA Polymerase Beta | P06746 | Pol beta primer extension/strand displacement, fluorescence kinetic | Potency, µM (series often up to 114 µM), for inactives: top-dose activity change, negative = inhibition, actives largely listed as inhibitors | 340,000 compounds, 1.3% hits | AID 485314, 2010; also: potency is read from the fitted curve at half-maximal effect; % is scaled to controls: 0 for no effect and ±100 for the full control effect
#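 Enzyme-only controls used 10 nM Pol beta; buffer lacking enzyme served as negative control. Compound preincubated 15 min, then 50 nM substrate added; 0 and 10 min reads at room temperature.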
# Anesthetic bind = qHTS Assay for Identification of Novel General Anesthetics; Ferritin light chain (Equus caballus), P02791; apoferritin/1-aminoanthracene competitive binding, fluorescence; Potency, µM (highest dose often 77.5 µM), without a hit: at the top dose activity change, negative = displacement, usual class: inhibitors; 350,000 compounds, 0.074% hits; AID 485281, 2010; also: potency is read from the fitted curve at half-maximal effect; % is scaled to controls: 0 for no effect and ±100 for the full control effect; nearly all actives have a fitted effect of over 20% in size
# Target sequence (P02791 2-175 limits assumed): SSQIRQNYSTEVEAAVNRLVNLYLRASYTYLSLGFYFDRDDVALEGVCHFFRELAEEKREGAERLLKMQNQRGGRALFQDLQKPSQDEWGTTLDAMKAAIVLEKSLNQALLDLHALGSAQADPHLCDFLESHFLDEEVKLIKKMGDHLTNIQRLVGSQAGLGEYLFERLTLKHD
#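 Read-out: endpoint 1-AMA fluorescence, excitation 380 nm and emission 535 nm, after compounds sit 10 min at room temperature with 10 uM horse-spleen apoferritin in 50% saturated 1-AMA/PBS. Values come from four-parameter Hill fits.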
# RXFP1 antagonist = qHTS Assay for Antagonists of the Relaxin Receptor RXFP1 | Relaxin receptor 1 (Homo sapiens), Q9HBX9 | HEK293-RXFP1, relaxin-stimulated cAMP HTRF, 30 min; stronger effect = lower value | activity change, negative = inhibition, % at 57.5 µM | 350,000 compounds, 0.59% hits | AID 1259400, 2018;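 active = activity change of -60% or lower, but not beyond a set lower limit; inconclusive = change between -60% and -40%, or beyond the set limit; inactive = change above -40%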; also: % is scaled to controls: 0 for no effect and ±100 for the full control effect
# APE1 inh = qHTS Assay for Inhibitors of the Human Apurinic/apyrimidinic Endonuclease 1 (APE1); DNA repair nuclease/redox regulator APEX1 (Homo sapiens), P27695; recombinant APE1, TAMRA/BHQ-2 abasic DNA cleavage fluorescence; 350,000 compounds, 0.35% hits; Potency, µM (titrated, usually from 65.8 µM), inactives show top-dose activity change, negative = inhibition, hits mostly inhibitors;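 also: potency is read from the fitted curve at half-maximal effect; plate controls were vehicle for no effect and reference inhibitor for full effect; nearly all actives have a fitted effect of over 55% in size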
#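 Activity was derived from the fluorescence gain between first and third kinetic reads (60 s intervals, ex 525/em 598 nm) after 50 nM THF-abasic TAMRA/BHQ-2 duplex was added to 0.75 nM APE1 preincubated 15 min with compound.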
# Starred values were filed as active, the others as inactive; i = inactive; ? = inconclusive; nt = not tested or not shown; & = joins results of further samples; [ ] = another dose, or the depositor's remark. Unless noted, calls follow the shape of the dose curve; as a rule, active = well fitted curve in the direction sought with a large enough effect; inconclusive = small, poorly fitted or top-dose-only effect, or another doubt; inactive = no such curve, though single readings can be large; an effect the other way counts as inactive or inconclusive. This is a subset; count on the stated rates, not on these rows.
SMILES,POLI inh,Pol eta inh,BLM inh,Tb PGK inh,POLK inh,Pol beta inh,Anesthetic bind,RXFP1 antagonist,APE1 inh
O=S(=O)(NNc1ccc(F)cc1F)c1cccc(Cl)c1,135%[activator],-14%,-5%,-1%,-6%,1%,-23%,-3,-1%
c1ccc(CSc2nnc(SCc3ccccn3)s2)nc1,18%,8%,0%,11%,-2%,32%,-11%,12,0%
CCOC(=O)CNC(=O)c1sc(NC(=O)c2ccccc2F)nc1C,9%,2%,2%,?,2%,31%,-8%,-18,16%
CCCNC(=O)c1cc(OC)c(OC)cc1[N+](=O)[O-],25%,-15%,-1%,13%,-2%,6%,-5%,4,-1%
NC(=O)C1CCCN(C(=S)NCc2ccc3c(c2)OCO3)C1 (stereo not given),-11%,-10%,21%,3%,-1%,0%,-8%,11,10%
O=C(N1CCN(c2ccc(F)cc2)CC1)C1(c2cccs2)CCOCC1,11%,-10%,5%,4%,-12%,26%,4%,3,15%
CC(=O)Oc1cccc(C)c1,nt,nt,4%&2%,nt,-1%&-10%[60.1 µM],nt,6%&7%,5,1%&-1%
CCOc1ccccc1-n1ccnc(NCc2ccc(F)cc2)c1=O,4%,-20%,-1%,i,-10%,9%,-7%,nt,nt
CC1C(=O)C(C)C(c2cccs2)NC1c1cccs1 (stereo not given),?,3%,-8%,-2%,-8%,-8%,-14%,5,2%
O=C1CSC(c2ccccn2)N1c1ccc(F)cc1F (stereo not given),175%[activator],-17%,-1%,-2%,-7%,19%,-3%,5,-2%
CC1CCCC(NC(=O)CN2C(=O)COc3ccccc32)C1C (stereo not given),16%,-17%,2%,-9%,0%,2%,-3%,2,84%[activator]
CN1C(=O)N(C)C2(c3ccccc3)N(C(C)(C)C)C(=O)NC12c1ccccc1 (stereo not given),4%,-18%,5%,-11%,-3%,-20%,-8%,-10,17%
CN(Cc1ccccc1)C(=O)c1oc(=O)c2ccccc2c1-c1ccccc1,-18%,-14%,-3%,-4%,-19%,0%,-5%,nt,-3%
Cc1ccc(NC2=CC(=O)C(=O)c3ccccc32)c(C)c1,44%[activator],-31%,nt,-5%,1%,nt,nt,6,-12%
Cn1c(C(=O)N2CCC(C(N)=O)CC2)cc2cc(Cl)ccc21,36%[activator],-16%,0%,-1%,1%,14%,-7%,3,1%
O=C(COc1ccc(S(=O)(=O)Nc2cccc(C(F)(F)F)c2)cc1)N1CCOCC1,9%,-5%,-2%,0%,-6%,1%,2%,4,-2%
Cn1c(=O)c2sccc2n(CC(=O)NCCC2=CCCCC2)c1=O,0%,-11%,-2%,-10%,4%,4%,3%,-9,18%
CS(=O)c1ccc(-n2c(=O)n(Cc3ccccc3)c(=O)c3[nH]cnc32)cc1 (stereo not given),-2%,-18%,-6%,-3%,0%,82%,0%,1,12%
Cc1ccc(CN2C(=O)c3ccccc3Sc3ccc(C(=O)NCc4ccco4)cc32)cc1,-1%,-12%,-8%,4%,-9%[60.1 µM],-13%,5%,1,nt
COc1ccc(C(=O)NC(=S)NC2CCSC2=O)cc1 (stereo not given),34%[activator],-18%,-3%,-8%,-8%,31%,-11%,nt,4%
COc1ccc(C2OCC(C)(C)CO2)cc1OC,5%,-5%,nt,-3%,1%,nt,nt,-1,nt
COc1ccc2cc(CN(CC3COCCO3)S(=O)(=O)c3ccc(Cl)cc3)c(=O)[nH]c2c1 (stereo not given),1%,?,-7%,-2%,-4%,19%,-7%,-1,12%
CCCCN1C(C(=O)Nc2ncccn2)=C(O)c2ccccc2S1(=O)=O,122%[activator],-10%,-5%,4%,-9%,22%,-8%,3,-6%
O=C(CN1C(=O)NC2(CCCCCC2)C1=O)Nc1ccc2c(c1)CCC2,14%,-24%,-6%,-9%,5%,-10%,?,0,2%
N#Cc1ccccc1OCCCNC1CCCC1,-29%,-13%,1%,-7%,11%,31%,-9%,-24,-7%
COc1ccc(C)cc1Nc1cc(C)nc(C)n1,20%,-22%,0%,-1%,-8%,-1%,-4%,2,nt
Cc1no[n+]([O-])c1COc1cccc(/C=N/Nc2nncn2N)c1,20µM*,-17%,-4%,-3%,-11%,?,-16%,-4,-6%
Cc1ccc(CNc2ncnc3[nH]ncc23)cc1,112%[activator],-18%,nt,-11%,-6%,nt,nt,3,nt
NC(=O)c1nsc(C(=O)N(CC(=O)NCc2ccc3c(c2)OCO3)C2CCCC2)c1N,21%,-18%,0%,i,-4%,5%,-4%,5,0%
Cc1onc(-c2ccccc2Cl)c1C(=O)Nc1nnc(-c2ccc(Cl)cc2Cl)s1,2%,-19%,-6%,-6%,-12%,?,-2%,-7,?
CCC(CO)Oc1cc(NC(=O)Cc2ccccc2)c2ncn(C(C)C)c2c1 (stereo not given),35%,-14%,nt,1%,1%,nt,nt,nt,-4%
S=c1[nH]nc(-c2cccnc2)n1/N=C/c1ccco1,4%,-6%,-3%,i,-6%,11%,-3%,2,4%
Cc1ccc(NC(=O)CCl)c(C)c1,99%[activator],-3%,0%,-8%,-18%,20%,-9%,-7,-3%
CCCn1nc(NC(=O)CC(C)C)c2cc3cccc(C)c3nc21,-15%,-9%,-2%,-9%,4%,29%,2%,-18,20%
COc1ccc(CN2CCNC(=O)C2CC(=O)N(C)Cc2ccccn2)cc1OC (stereo not given),-11%,-1%,-2%,-1%,-12%,23%,-5%,-37,15%
CCOC(=O)c1c(C)[nH]c(CCC(=O)Nc2ccccc2C(F)(F)F)c1C,13%,-9%,-4%,9%,-13%[60.1 µM],31%[activator],-13%,-7,nt
CCn1c2ccccc2c2cc(NC(=O)C/C(C)=N/NC(=O)c3ccccc3N)ccc21,13%,-16%,-3%,-2%,-9%,13%,8%,-8,-4%
O=C(O)c1cc(-c2ccc(C(F)(F)F)cc2)nc2n[nH]c(-c3ccccc3)c12,?,-11%,-6%,1%,-13%,?,35%[activator],-19,nt
O=C(Nc1ccccn1)c1ccc(S(=O)(=O)c2ccc(Cl)cc2)cc1,78%[activator],-3%,-8%,4%,0%,12%,?,-3,-2%
CCN(CC)C(=O)C1CCCN(c2ccc([N+](=O)[O-])cc2[N+](=O)[O-])C1 (stereo not given),23%,-12%,-6%,i,11%,-2%,-19%,-8,1%
COc1ccc(C(=O)NCC(c2ccc3c(c2)OCO3)N2CCN(c3ccccc3F)CC2)cc1 (stereo not given),6%,-4%,-6%,3%,-6%[60.1 µM],-1%,-8%,-21,nt
CCCn1cc(S(=O)(=O)c2ccccc2)c(=O)c2cc(F)c(N3CCCCC3)cc21,?,-6%,-3%,-2%,-13%,-4%,1%,-23,nt
CC(=O)Nc1ccc(NC(=O)c2ccc(-n3c(C)ccc3C)cc2)cc1,-7%,?,-2%,-1%,-1%,?,-8%,-7,5%
CC[C@H](C)[C@@H](CNC)NC[C@@H](Cc1ccc(O)cc1)NCC(C)(C)C,15%,-13%,-7%,-10%,-4%,32%,-9%,nt,2%
COc1ccc(C2c3c(n(C)c4ccccc34)C(=O)N2CC(=O)Nc2cccc(Cl)c2C)cc1 (stereo not given),?,0%,-6%,-2%,0%,-26%,-10%,-13,nt

# An excerpt of these results, with two lines to a compound:
# The line under a structure holds: POLI inh, Pol eta inh, BLM inh, Tb PGK inh, POLK inh, Pol beta inh, Anesthetic bind, RXFP1 antagonist, APE1 inh
S=c1[nH]nc(-c2cccnc2)n1/N=C/c1ccco1
  4%, -6%, -3%, i, -6%, 11%, -3%, 2, 4%
Cc1ccc(NC(=O)CCl)c(C)c1
  99%[activator], -3%, 0%, -8%, -18%, 20%, -9%, -7, -3%
CCCn1nc(NC(=O)CC(C)C)c2cc3cccc(C)c3nc21
  -15%, -9%, -2%, -9%, 4%, 29%, 2%, -18, 20%
COc1ccc(CN2CCNC(=O)C2CC(=O)N(C)Cc2ccccn2)cc1OC (stereo not given)
  -11%, -1%, -2%, -1%, -12%, 23%, -5%, -37, 15%
CCOC(=O)c1c(C)[nH]c(CCC(=O)Nc2ccccc2C(F)(F)F)c1C
  13%, -9%, -4%, 9%, -13%[60.1 µM], 31%[activator], -13%, -7, nt
CCn1c2ccccc2c2cc(NC(=O)C/C(C)=N/NC(=O)c3ccccc3N)ccc21
  13%, -16%, -3%, -2%, -9%, 13%, 8%, -8, -4%
O=C(O)c1cc(-c2ccc(C(F)(F)F)cc2)nc2n[nH]c(-c3ccccc3)c12
  ?, -11%, -6%, 1%, -13%, ?, 35%[activator], -19, nt
O=C(Nc1ccccn1)c1ccc(S(=O)(=O)c2ccc(Cl)cc2)cc1
  78%[activator], -3%, -8%, 4%, 0%, 12%, ?, -3, -2%
CCN(CC)C(=O)C1CCCN(c2ccc([N+](=O)[O-])cc2[N+](=O)[O-])C1 (stereo not given)
  23%, -12%, -6%, i, 11%, -2%, -19%, -8, 1%
COc1ccc(C(=O)NCC(c2ccc3c(c2)OCO3)N2CCN(c3ccccc3F)CC2)cc1 (stereo not given)
  6%, -4%, -6%, 3%, -6%[60.1 µM], -1%, -8%, -21, nt
CCCn1cc(S(=O)(=O)c2ccccc2)c(=O)c2cc(F)c(N3CCCCC3)cc21
  ?, -6%, -3%, -2%, -13%, -4%, 1%, -23, nt

# High-throughput results from PubChem.
